# Screening data deposited in PubChem BioAssay by Johns Hopkins Ion Channel Center.
# KCNQ2 inh = KCNQ2 potassium channel inhibitors, primary screen, cell-based, CHO-K1, FluxOR thallium flux, B-score (AID 2156). O88943. 20 min; hits give low values. B-score at 10 µM. 1.1% of 310,000 active;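 active = fluorescence ratio B-score at most minus 3 library SDs, with starting brightness B-score within 2 library SDs, cut at about -5.5 in these data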
# CHT inh = human CHT choline transport inhibition. Q9GZV3. CHT-expressing cells, membrane potential dye, choline response; hits give low values. B-score at 10 µM. 0.86% of 310,000 active;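 active = B-score over 3 SD under the library average, and starting fluorescence ratio not unusually high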;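 also: choline stimulus applied at its EC90 after an EC20 pre-addition; B-score computed on integrated fluorescence ratio after choline addition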
# Target sequence (Q9GZV3 whole entry, looked up): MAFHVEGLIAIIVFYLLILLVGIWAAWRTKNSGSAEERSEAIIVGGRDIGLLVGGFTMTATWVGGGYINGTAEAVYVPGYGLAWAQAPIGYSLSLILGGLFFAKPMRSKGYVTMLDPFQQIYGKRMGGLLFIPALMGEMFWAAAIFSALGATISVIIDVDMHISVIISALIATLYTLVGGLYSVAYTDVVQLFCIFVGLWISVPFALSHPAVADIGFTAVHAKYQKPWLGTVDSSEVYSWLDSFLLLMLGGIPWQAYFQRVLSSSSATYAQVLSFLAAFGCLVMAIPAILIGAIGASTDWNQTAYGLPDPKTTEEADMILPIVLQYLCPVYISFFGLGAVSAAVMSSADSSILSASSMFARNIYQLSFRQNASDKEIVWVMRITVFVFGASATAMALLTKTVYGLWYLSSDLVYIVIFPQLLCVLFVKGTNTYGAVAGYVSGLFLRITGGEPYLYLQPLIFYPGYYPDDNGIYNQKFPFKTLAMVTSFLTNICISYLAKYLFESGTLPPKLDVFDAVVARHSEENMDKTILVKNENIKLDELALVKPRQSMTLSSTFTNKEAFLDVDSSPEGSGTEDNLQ
# Kir21 block = blocks the mouse Kir2.1 inward-rectifier potassium channel; P35561; 0.85% of 310,000 active; B-score at 10 µM; HEK293-Kir2.1, FluxOR thallium flux fluorescence; hits give low values;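 active = fluorescence ratio B-score at or below minus 3 SD of library scores, with starting-brightness B-score within 2 SD, cut at about -4.2 in these data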;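 also: channel flux triggered by added potassium and thallium sulfate stimulus; B-score of peak minus minimum fluorescence over baseline after thallium stimulus; more negative B-score means stronger Kir2.1 block with less thallium influx; some compounds called inactive have numbers as strong as hits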
# Target sequence (P35561 whole entry, looked up): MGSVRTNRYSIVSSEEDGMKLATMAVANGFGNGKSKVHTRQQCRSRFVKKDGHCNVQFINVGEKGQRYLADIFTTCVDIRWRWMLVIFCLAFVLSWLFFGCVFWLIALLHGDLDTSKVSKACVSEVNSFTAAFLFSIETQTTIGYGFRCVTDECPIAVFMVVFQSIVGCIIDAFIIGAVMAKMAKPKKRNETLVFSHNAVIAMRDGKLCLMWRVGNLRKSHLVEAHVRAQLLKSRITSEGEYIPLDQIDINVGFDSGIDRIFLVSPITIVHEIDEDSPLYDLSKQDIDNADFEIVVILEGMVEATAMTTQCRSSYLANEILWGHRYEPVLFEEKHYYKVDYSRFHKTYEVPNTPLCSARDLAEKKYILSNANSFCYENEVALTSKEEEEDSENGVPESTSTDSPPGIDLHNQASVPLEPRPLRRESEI
# Active calls of the source: *; i = inactive; nt = not tested or not shown.
SMILES,KCNQ2 inh,CHT inh,Kir21 block
O=C(CCC(=O)OCc1ccc(Cl)cc1)Nc1ccccc1,i,i,-1.3
CC12CN3CCN(CC(C3)/C1=N/N=C/c1cccc([N+](=O)[O-])c1)C2,i,i,-1.3
Cc1cc(C)n(CCN(C)C(=O)c2cc(COc3c(F)cccc3F)on2)n1,i,i,-0.08
Cc1cccc(N2C(=O)SC(N(CC(=O)O)c3cccc(C)c3)C2=O)c1 (configuration not stated),i,i,-0.38
CC(Sc1ccccc1)C(=O)NN=C1CCCCCC1 (configuration not stated),i,i,0.98
CNC(=O)COC(=O)/C=C/c1cccs1,i,i,0
COc1ccc(OCc2ccc(C(=O)N3CCOCC3)cc2)cc1,i,i,-0.38
CCCCCN(C(=O)CCC(=O)OCc1ccccc1Cl)c1c(N)n(CCCC)c(=O)[nH]c1=O,i,i,1.5
O=C(Cc1noc2ccccc12)Nc1ccccn1,i,i,0.78
Cc1c(C)c2c(OCC(=O)N3CCC(O)CC3)cc3c(c2oc1=O)CCC(C)(C)O3,i,i,0.72
O=C(O)CCc1ccc(-c2cccs2)n1CCC(=O)O,i,i,0.95
O=C(CCCC(=O)OCC(Cl)=C(Cl)Cl)Nc1ccccc1,i,i,-0.1
CSc1nnc(CNS(=O)(=O)c2ccc(Br)cc2)n1C,i,i,-1.1
Nc1nc2ccccc2n1CCOc1ccc(Br)cc1,i,i,-11*
CCCN(C1CCS(=O)(=O)C1)S(=O)(=O)c1ccc(F)cc1 (configuration not stated),i,i,-1.7
CCNC(=O)NC(=O)C(C)OC(=O)CNS(=O)(=O)c1c(Cl)cc(Br)cc1Cl (configuration not stated),i,i,-0.04
Nc1ccccc1Oc1ncc(C(F)(F)F)cc1Cl,i,i,-0.26
Cn1ncc2c(Nc3ccccc3Cl)nc(Cl)nc21,i,i,-0.96
CN(C)c1ccc(NC(=O)C2CCCN(S(=O)(=O)c3ccccc3)C2)cc1 (configuration not stated),i,i,-0.3
Cc1[nH]nc(SCC(=O)N2CCOCC2)c1[N+](=O)[O-],i,i,-0.2
CCC(=O)N1CCN(c2ccc(NC(=O)c3ccc(Br)o3)cc2)CC1,i,i,-0.03
CSc1ccc(C(=O)C2CCCN(C(=O)c3ccsc3)C2)cc1 (configuration not stated),i,-5.2*,1.2
CCOc1ccc2nc(C(C)O)[nH]c2c1 (configuration not stated),i,i,-1
CCOc1ccc(N(CC(=O)NCc2ccc(Cl)cc2)S(=O)(=O)c2c(C)noc2C)cc1,i,i,1.9
CN(c1ccccc1)S(=O)(=O)c1ccc(NC(=O)c2ccc(F)cc2)cc1,i,i,1.2

# Next results.
SMILES,KCNQ2 inh,CHT inh,Kir21 block
COc1ccc(NC(=O)Nc2ccc3c(c2)CCC3)c(OC)c1,i,i,-1.1
CCn1c(SCC(=O)OCC(=O)N2c3ccccc3NC(=O)C2(C)C)nnc1-c1ccco1,i,i,-1.5
COc1ccc(-c2oc3ccccc3c2C(=O)OCc2ccccc2OC)cc1,i,i,0.54
CCCCCCCCSc1nnc2[nH]c(=O)cc(N)n12,i,i,-0.01
COc1cc(-c2nnc(NC(=O)c3ccc(S(=O)(=O)N4CCOCC4)cc3)o2)cc(OC)c1OC,i,i,-0.09
Cc1ccccc1NC(=O)c1ccno1,i,i,0.23
O=C(CCc1ccccc1)Nc1ccc(N2CCOCC2)cc1,i,i,-1.6
CC(C)CCN1CCN(Cc2ccc(N3CCNC3=O)cc2)CC1CCO (configuration not stated),i,i,1.8
Cc1ccc(NC(=O)N2CCCCC2)cc1[N+](=O)[O-],i,i,0.68
OCCN=C1CCCc2c1[nH]c1ccc(Cl)cc21,i,i,0.01
CNc1nc(N/N=C/c2cc3c(cc2[N+](=O)[O-])OCO3)nc(Nc2ccccc2)n1,i,i,0.13
CCOc1ccc(Nc2ncnc3c2nnn3Cc2ccccc2)cc1,i,i,-0.98
CC(C)N(CCNC(=O)c1ccc(NC2=NC3CS(=O)(=O)CC3S2)cc1)Cc1ccco1 (configuration not stated),i,i,1.3
O=C1CCCCC1S(=O)(=O)c1ccccc1 (configuration not stated),i,i,-1.4
Cc1cc(O)c(-c2n[nH]c3c2C(c2cccc(O)c2)N(Cc2cccnc2)C3=O)cc1Cl (configuration not stated),i,i,0.35
CCCCC(=O)NCCc1ccc(OC)cc1,i,i,-0.76
COc1cc(C#N)ccc1OCC(=O)N1CCc2ccccc2C1,i,i,0.19
O/N=C/c1cn(-c2ccccc2)nc1-c1ccc2c(c1)OCCO2,i,i,-0.39
COc1cc(SC)ccc1C(=O)Nc1cccc(C)n1,i,i,0.3
COc1ccc(-c2nn(-c3ccccc3)cc2/C=N/n2cnnc2)cc1OC,i,i,-1.2
CCOc1ccc(-c2csc(N)c2C(=O)OC)cc1,i,i,-0.41
COc1ccc(N2C(=O)CS/C2=N\C(=S)Nc2ccccc2)cc1,i,i,1.2
Cc1nn(C)c(C)c1S(=O)(=O)N1CCC(C(=O)NCCC2=CCCCC2)CC1,i,i,-0.67
CCOC(=O)CSC1=C(C#N)C(C)C2=C(CCCC2=O)N1 (configuration not stated),i,i,-0.15
CC(C)(C)NS(=O)(=O)c1ccc(CCC(=O)N2CCOCC2)cc1,i,i,1.4

# Ordered by SMILES length (high to low): some entries from above.
SMILES,KCNQ2 inh,CHT inh,Kir21 block
CC(C)(C)NS(=O)(=O)c1ccc(CCC(=O)N2CCOCC2)cc1,i,i,1.4
COc1ccc(N2C(=O)CS/C2=N\C(=S)Nc2ccccc2)cc1,i,i,1.2
CCOC(=O)CSC1=C(C#N)C(C)C2=C(CCCC2=O)N1 (configuration not stated),i,i,-0.15

# (further entries)
SMILES,KCNQ2 inh,CHT inh,Kir21 block
CCCc1nc2sc3c(c2c(=O)n1NC(=O)CCC(=O)O)CCCC3,i,i,-2
O=C(COC(=O)CC1c2ccccc2CCN1S(=O)(=O)c1ccc(F)cc1)Nc1ccccc1 (configuration not stated),i,i,-0.03
C/C(=N\NC(=O)c1cc(C(C)C)[nH]n1)c1ccco1,i,i,-0.12
CCc1nnc(NC(=O)c2ccc3c(=O)n4c(nc3c2)CCCCC4)s1,i,i,-0.57
COc1ccc2c(c1OC)C(=O)N(c1cccc(/C=C/C(=O)O)c1)C2,i,i,-0.22
CC(C)(C)Nc1c([N+](=O)[O-])c(=O)sc2ccccc12,i,i,-0.75
Cc1ccc(OCc2cc(C(=O)N(C)CCc3ccccc3)no2)cc1C,i,i,0.07
COc1ccc2[nH]c3c(NCc4ccco4)ncnc3c2c1,i,i,1.6
Cc1noc(C)c1CSCC(=O)N(C)CC(=O)Nc1ccc(Cl)cc1,i,i,0.54
CCc1ccc(NC(=O)CSc2ccccn2)cc1,i,i,-0.42
CCN1CCN(S(=O)(=O)c2ccc(Cl)c(C(=O)N(C)Cc3ccc(F)cc3)c2)CC1,i,i,0.33
Cc1cc(C(=O)NNC(=S)NC(=O)/C=C/c2ccccc2Cl)n[nH]1,i,i,0.29
N#Cc1ccccc1NC(=O)CSc1nnc(-c2ccc(F)cc2)n1-c1ccccc1,i,nt,-1
Cc1c(S(=O)(=O)N2CCc3ccccc3C2)c(=O)n(C)c(=O)n1C,i,i,-0.02
CCC(=O)Nc1ccc2c(c1)N(C(C)=O)c1ccccc1CC2,i,i,-1
O=C1Cc2ccccc2C(c2ccc(Br)cc2)N1 (configuration not stated),-6.3*,i,1.4
COc1cccc(CN(C)C(=O)c2cc(S(=O)(=O)NCc3ccccc3)ccc2C)c1OC,i,i,-1.2
CCc1ccc(C2NC(=S)NC3=C2C(=O)CC(C)(C)C3)cc1 (configuration not stated),i,i,0.81
CCCCC(=O)Nc1ccc2oc(-c3ccncc3)nc2c1,i,i,0.1
COCCn1nnnc1C(CC(C)C)N1CCN(c2cccc(OC)c2)CC1 (configuration not stated),i,nt,0.03
CC(C)CCNC(=O)C(=O)Nc1cc2c3c(c1)CC(=O)N3CCC2,i,i,0.62
Cc1cc(C(=O)NCC(=O)O)c(C)o1,i,i,1.7
CC(C)[C@@H](NC(=O)C1CCC(CNC(=O)[C@H](Cc2ccccc2)NC(=O)OC(C)(C)C)CC1)C(=O)O (some centres not stated),i,i,2.8
COc1ccc(C2=C(Nc3ccc(F)cc3)c3ccccc3C2=O)cc1,i,i,0.6
COCCn1c(-c2ccc(-c3ccccc3Cl)o2)nc2c1c(=O)[nH]c(=O)n2CC(C)C,i,i,1.1

# Quoted from the listing:
# CCCc1nc2sc3c(c2c(=O)n1NC(=O)CCC(=O)O)CCCC3 | Kir21 block = -2
# CCC(=O)Nc1ccc2c(c1)N(C(C)=O)c1ccccc1CC2 | Kir21 block = -1
# COCCn1nnnc1C(CC(C)C)N1CCN(c2cccc(OC)c2)CC1 (configuration not stated) | Kir21 block = 0.03

# New compounds follow.
SMILES,KCNQ2 inh,CHT inh,Kir21 block
Cc1cc(C)nc(SCc2ccc(C(=O)NN=C3CCCC3)cc2)n1,i,i,0.41
CS(=O)(=O)N(CC(=O)NCc1ccc2c(c1)OCO2)C1CCCCC1,i,i,-0.01
O=C(Nc1ccc(Br)cc1)C1CCN(C(=O)c2ccc(F)cc2)CC1,i,i,-0.85
O=S(=O)(NC1CC1)c1ccc(S(=O)(=O)N2CCCC3(CCCCC3)C2)cc1,i,i,0.12
CC(=O)Nc1ccc(OCC(=O)N2CCc3ccccc3C2)cc1,i,i,0.72
COc1cc(/C=N/NC(=O)CCc2n[nH]c(=O)[nH]c2=O)ccc1O,i,i,0.04
COc1ccc2c(c1)[nH]c1c(=O)n(CCN(C)C)cnc12,i,i,1.5
CCOc1ccccc1/C=C/c1onc(C)c1S(=O)(=O)N1CCC(C(=O)N(CC)CC)CC1,i,i,1.1
Cc1ccc(NC(=O)Cn2nc(C)c([N+](=O)[O-])c2C)cc1Cl,i,nt,0.1
CCOc1ccc(OCCC(=O)OCC(=O)Nc2ccc3c(c2)OCO3)cc1,i,i,1.6
O=C(Nc1ccccc1-c1ccccc1)c1ccc(NC(=O)c2ccco2)cc1,i,i,0.7
CCOc1ccccc1-n1c(=S)sc2c(=O)n(-c3ccc(C)cc3)c(=S)[nH]c21,i,i,2.5
COc1ccc(CC(NC(=O)c2ccccc2)C(=O)NCC(=O)O)cc1 (configuration not stated),i,i,-1.7
Cc1ccc([N+](=O)[O-])cc1N(CC(=O)N1CCCCC1)S(C)(=O)=O,i,i,-0.04
CC(=O)Nc1ccc(C(=O)Nc2ccc(S(=O)(=O)N3CCCC3)cc2)cc1,i,i,0.38
Cc1ccc(NC(=O)Nc2nc3ccccc3s2)cc1NC(=O)Nc1nc2ccccc2s1,i,i,0.71
O=C(Nc1ncc2c(n1)-c1ccccc1CC2)c1ccc(Cl)cc1,i,i,-0.3
CCc1nnc(NC(=O)CSc2nnc(CNc3ccc(OC)cc3)n2CC)s1,i,i,-0.94
CCOC(=O)C1C(=O)NC(N2CCN(Cc3ccccc3)CC2)=NC1c1ccccc1 (configuration not stated),i,i,-0.02
Cc1ccccc1CNC(=O)C1CCC(=O)N(Cc2cccc(F)c2)C1 (configuration not stated),-6.3*,i,2.2
CC1CCC2(CC1)NC(=O)N(CC(=O)N1CCc3ccccc3C1)C2=O (configuration not stated),i,i,-1.9
O=C(Nc1cccc(C(F)(F)F)c1)c1ccc(N2CCNCC2)c([N+](=O)[O-])c1,i,i,-1.1
COc1ccc(-c2cc3c(=O)n(CC(=O)Nc4ccc(C(C)=O)cc4)ncn3n2)cc1,i,i,-0.49
O=C(COC(=O)c1ccc2c(c1Cl)C(=O)c1ccccc1C2=O)NC1CC1,i,i,1.8
CCOC(=O)c1c(C)[nH]c(C)c1C(=O)CSc1nc2ccccc2n1CCC#N,i,i,-0.39

# Further structures
SMILES,KCNQ2 inh,CHT inh,Kir21 block
COc1ccc(C(=O)CSc2nnc(COc3ccc(C#N)cc3)n2-c2ccccc2)cc1,i,i,0.02
COc1ccc(NC(=O)C2CCN(S(=O)(=O)c3ccc(Br)s3)CC2)cc1OC,i,i,0.12
CC[n+]1c(S(=O)(=O)[O-])ccc2ccc(C)cc21,i,i,0.76
Cc1ccccc1OCC(=O)Nc1ccc2oc(=O)ccc2c1,i,i,-0.04
COCCCNC(=O)c1ccccc1NS(C)(=O)=O,i,i,-1.5
COc1ccc(CNC(=O)C/C(C)=N/NC(=O)c2cnccn2)cc1,i,i,0.5
NNC(=O)c1cc(Cl)ccc1Cl,i,i,0.32
O=C(CSc1cccc[n+]1[O-])c1ccccc1Br,i,i,-1.9
c1ccc(Cn2c(NCc3ccccn3)nc3ccccc32)cc1,i,i,-0.61
O=C(NCc1ccc(N2CCCC2=O)cc1)c1cnccn1,i,i,-0.25
CSc1nc(Oc2ccc3ccccc3c2)c2sccc2n1,i,i,1.2
Cc1cc(=O)oc2c(CN3CCCCC3)c(O)c(Cl)cc12,i,i,1.4
Cc1cccc(N2CCN(C(=O)c3cc4c(=O)n(C)c5ccccc5c4n3C)CC2)c1C,i,i,0.78
CC(=O)OCC1=C(C(=O)O)N2C(=O)C(NC(=O)c3ccc(COc4c(C)cccc4Cl)o3)C2SC1 (configuration not stated),i,i,-1.8
COc1ccc(Br)c(C(=O)OCc2cc(=O)oc3cc(C)ccc23)c1,i,i,1.2
CCC(=O)Nc1ccc2oc(-c3ccccc3Br)nc2c1,i,i,-0.11
CC(=O)c1c(C(C)=O)c(C)n(-c2ccc(C(=O)O)cc2)c1C,i,i,4

# Single records (already shown).
# Cc1ccc(NC(=O)Nc2nc3ccccc3s2)cc1NC(=O)Nc1nc2ccccc2s1 across the screens: KCNQ2 inh: i; CHT inh: i; Kir21 block: 0.71
# O=C1CCCCC1S(=O)(=O)c1ccccc1 (configuration not stated) across the screens: KCNQ2 inh: i; CHT inh: i; Kir21 block: -1.4
# COc1ccc(NC(=O)Nc2ccc3c(c2)CCC3)c(OC)c1 across the screens: KCNQ2 inh: i; CHT inh: i; Kir21 block: -1.1
